CYP2C9 inhib: inhibitors of human CYP2C9; P11712; CYP2C9 Supersomes, luciferin-H conversion, luminescence; inhibition, % at 5 µM; hit rate 20% among 96,000; AID 777;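 active = blocking of liver enzyme CYP2C9 beyond about 50% at 5 µM, limit read from the data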; also: values of inactives mirror those of a sister screen read the other way
Target sequence (P11712 whole entry, looked up): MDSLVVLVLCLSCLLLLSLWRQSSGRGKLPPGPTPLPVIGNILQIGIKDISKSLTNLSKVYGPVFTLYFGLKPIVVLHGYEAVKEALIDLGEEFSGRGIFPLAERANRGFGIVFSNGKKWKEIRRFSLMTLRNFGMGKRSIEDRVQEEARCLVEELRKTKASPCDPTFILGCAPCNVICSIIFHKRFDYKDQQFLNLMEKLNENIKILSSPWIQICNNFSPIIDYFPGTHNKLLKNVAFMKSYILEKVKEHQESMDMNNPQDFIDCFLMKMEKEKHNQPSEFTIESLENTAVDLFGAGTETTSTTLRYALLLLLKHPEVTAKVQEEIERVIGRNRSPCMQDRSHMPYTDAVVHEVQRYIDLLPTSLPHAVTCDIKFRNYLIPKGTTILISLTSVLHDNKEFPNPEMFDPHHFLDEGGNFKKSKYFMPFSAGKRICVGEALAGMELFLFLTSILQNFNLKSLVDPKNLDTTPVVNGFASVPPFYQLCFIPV
PLK1 PBD inh: blocks phosphopeptide binding to human Plk1 polo box domain; P53350; Plk1 PBD phosphopeptide binding, fluorescence polarization; inhibition, %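 (tested at about 20 µM)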; hit rate 0.13% among 97,000; AID 693; in the data active = inhibition above about 34%, passing the limit was not always enough
CYP2C9 activ: activators of human CYP2C9; activation factor at 5 µM; hit rate 1.4% among 96,000; recombinant CYP2C9, luciferin-H conversion, luminescence; stronger effect = higher value; factor 1 = untreated enzyme, 0 = blocked; P11712;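 active = activation factor of 2 or more for CYP2C9 at a 5 µM dose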;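 also: 0 = sulfaphenazole-blocked wells and 1 = vehicle-only wells; values of inactives mirror those of a sister screen read the other way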
CYP2C19 inhib: human CYP2C19 inhibition. CYP2C19 Supersomes, luciferin-H EGE luminescence, 30 min. inhibition, % at 5 µM. hit rate 21% among 96,000. AID 778. P33261;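 active = CYP2C19 inhibition above a set limit at 5 µM in the primary screen, cut at about 50% in these data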;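 also: plate controls were negative control wells for no effect and 2.5 mM tranylcypromine positive control for full effect; values of inactives mirror those of a sister screen read the other way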
PLAP act: activates human placental alkaline phosphatase | P05187 | purified PLAP enzyme, luminescent substrate read-out; stronger effect = higher value | activation fold at 20 µM | AID 696 | hit rate 1.2% among 96,000; in the data active = activation fold above about 2
CYP2C19 activ: increases human CYP2C19 enzyme activity. P33261. recombinant CYP2C19, luciferin-H EGE luminescence; stronger effect = higher value; 0 = fully inhibited enzyme, 1 = untreated enzyme. activation factor at 5 µM. 96,000 tested, under 10 active;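 active = activation factor of at least 2 at 5 µM in the primary screen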;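 also: 0 = wells with 2.5 mM tranylcypromine and 1 = vehicle-only wells; values of inactives mirror those of a sister screen read the other way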
PLK1 inh: blocks human PLK1 kinase activity | hit rate 0.53% among 97,000 | P53350 | inhibition, % at 10 µM | recombinant PLK1 kinase, TR-FRET peptide phosphorylation;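 active = inhibition of 50% or more in the single-concentration screen; inactive = inhibition below 50%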;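 also: 0% = DMSO max control and 100% = H-89 dihydrochloride min control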
Rev-RRE block: inhibitors of HIV-1 Rev-RRE RNA interaction | hit rate 0.79% among 97,000 | P05866 | AID 704 | Rev peptide-RRE RNA binding, FRET | inhibition, % at 8 µM;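 active = inhibition above the screen-wide mean plus 3 SD, cut at about 35% in these data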;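 also: 0% = median DMSO wells and 100% = median Neomycin B control wells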
Target sequence (P05866 whole entry, looked up): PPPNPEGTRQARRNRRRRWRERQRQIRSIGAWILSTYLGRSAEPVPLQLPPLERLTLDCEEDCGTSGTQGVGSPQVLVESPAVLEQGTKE
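Test system: Cy5-tagged RRE RNA duplex with fluorescein-tagged Rev peptide | Read-out: % inhibition of FRET ratio versus controls | Probe or stimulus: Labelled Rev peptide | Incubation: 5 min RNA-compound premix plus 15 min binding step, 25 °C | Technique: FRET fluorescence readout | Benchmarks: DMSO low control, neomycin B high control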
EphB4 ephrin blk: antagonists of human EphB4-ephrin-B2 interaction | P54760 | EphB4 LBD / TNYL-RAW-Alexa532 peptide, fluorescence polarization | hit rate 0.15% among 97,000 | inhibition, % at 7 µM;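 active = inhibition above the screen-wide mean inhibition plus 3 SD, cut at about 15% in these data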;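 also: 0% = DMSO wells and 100% = excess unlabeled TNYL-RAW peptide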
Starred values were filed as active, the others as inactive; · = not tested or not shown.

CYP2C9 inhib	SMILES	PLK1 PBD inh	CYP2C9 activ	CYP2C19 inhib	PLAP act	CYP2C19 activ	PLK1 inh	Rev-RRE block	EphB4 ephrin blk
26	Cc1occc1C(=O)NNC(=O)Cc1ccccc1	3	0.7	12	1.1	0.9	-3	7	7
14	O=C(Nc1ccc2c(c1)OCO2)c1cnn2c1NC(c1ccco1)CC2C(F)(F)F (stereo unspecified)	17	0.9	8	0.8	0.9	1	6	8
·	COc1cccc(NC(=O)CN2CCN(c3nc(-c4cccc(OC)c4)cs3)CC2)c1	-18	·	·	·	·	-10	5	5
0	O=C(CS(=O)CC(=O)N(CC(=O)NC1CCCC1)C1CCCC1)Nc1ccc(F)cc1 (stereo unspecified)	9	1	-14	1.2	1.1	-12	0	1
5	Cc1ccc(C2=NCCNC2=O)c(C)c1	-1	0.9	-3	0.9	1	-6	3	-12
65*	CC(c1ccccc1)n1c(-c2ccncc2)n[nH]c1=S (stereo unspecified)	-7	0.3	78*	1.1	0.2	-15	-1	3
-2	O=C1N=C2SCCN2/C1=C\c1ccccc1Cl	0	1	-8	1.1	1.1	-2	6	2
16	c1ccc(-n2c(-c3ccco3)nnc2-c2ccco2)cc1	-11	0.8	-15	0.8	1.1	-5	-3	4
3	CCOc1ccccc1CNS(=O)(=O)c1ccc2[nH]c(=O)sc2c1	·	1	96*	1.5	0	·	·	·
-26	O=C(CSc1nc2ccccc2s1)c1cc2ccccc2o1	2	1.3	12	1.1	0.9	-13	34	-6
-2	c1ccc(-n2nnc3ccccc32)nc1	-2	1	17	0.9	0.8	-6	6	-3
11	C=CCNC(=O)c1cccc(Br)c1	8	0.9	11	0.9	0.9	-12	3	-3
28	COc1ccccc1NC(=O)c1cn(C)c(=O)c2cc(OC)c(OC)cc12	-19	0.7	1	1.4	1	1	5	-5
33	N#Cc1ccccc1NC(=O)COC(=O)c1ccc(S(=O)(=O)N2CCCC2)cc1	-8	0.7	2	1	1	-1	4	-3
61*	Cc1ccc(S(=O)(=O)N2CCOCC2)cc1C(=O)N1c2ccccc2Sc2ccccc21	-4	0.4	14	1.3	0.9	-9	9	5

A draw from above in order of length of the SMILES, high to low:
CYP2C9 inhib	SMILES	PLK1 PBD inh	CYP2C9 activ	CYP2C19 inhib	PLAP act	CYP2C19 activ	PLK1 inh	Rev-RRE block	EphB4 ephrin blk
61*	Cc1ccc(S(=O)(=O)N2CCOCC2)cc1C(=O)N1c2ccccc2Sc2ccccc21	-4	0.4	14	1.3	0.9	-9	9	5
26	Cc1occc1C(=O)NNC(=O)Cc1ccccc1	3	0.7	12	1.1	0.9	-3	7	7
5	Cc1ccc(C2=NCCNC2=O)c(C)c1	-1	0.9	-3	0.9	1	-6	3	-12

(list continues)
CYP2C9 inhib	SMILES	PLK1 PBD inh	CYP2C9 activ	CYP2C19 inhib	PLAP act	CYP2C19 activ	PLK1 inh	Rev-RRE block	EphB4 ephrin blk
-14	CCc1nnc(NC(=O)CN2CCN(c3ccccc3OC)CC2)s1	27	1.1	-2	1.2	1	-18	1	-7
1	CCCC1(C(=O)O)NC(c2ccccc2O)C2C(=O)N(Cc3ccccc3)C(=O)C21 (stereo unspecified)	23	1	-4	1.4	1	-15	12	1
-1	CC(=O)/C(CN1CCCCC1)=N\O	2	1	-9	0.9	1.1	-9	10	1
4	CCC(C)NC(=O)Cn1cc2c(n1)CCC(C)C2 (stereo unspecified)	6	1	15	0.9	0.9	-14	4	3
-18	CN(C)Cc1c(C#N)c2ccccc2n1C	-12	1.2	0	1	1	-6	3	-3
23	NS(=O)(=O)c1ccc(CCNC(=O)C2Cc3ccccc3CN2C(=O)c2ccco2)cc1 (stereo unspecified)	4	0.8	14	1	0.9	-9	1	-5
42	COc1ccc(/C=C/C(=O)Oc2cccc(/C=N/NC(=O)c3cccc(F)c3)c2)cc1	-11	0.6	48	0.8	0.5	-15	-1	-1
·	Cn1ncc(Br)c1C(=O)Nc1c(F)c(F)cc(F)c1F	8	·	·	·	·	-1	4	2
1	Cn1c(=NC(=O)C2CC2)sc2cccc(F)c21	28	1	36	0.8	0.6	67*	1	-3
-44	CC1CCc2c(sc(N)c2C(=O)OC(C)C)C1 (stereo unspecified)	1	1.4	10	1.4	0.9	0	2	3
-13	CC(C)(C)NC(=O)NC(=O)Cn1cc(C(F)(F)F)ccc1=O	3	1.1	0	1	1	32	4	4
67*	CCOC(=O)C1CCN(S(=O)(=O)c2cccc(-c3cn4cc(Cl)ccc4n3)c2)CC1	-2	0.3	76*	1.7	0.2	-8	3	4
92*	O=C(CSc1cn(CCNC(=O)c2cccs2)c2ccccc12)NC1CCCCC1	12	0.1	59*	1	0.4	-3	9	3
15	O=C(O)c1cnn(-c2ccccc2)c1-c1ccccc1	-12	0.9	8	1	0.9	-4	7	-3
5	CCCc1nnc(NC(=O)CN2C(=O)C3C4C=CC(C4)C3C2=O)s1 (stereo unspecified)	-3	0.9	-3	1	1	-1	0	0

Compound profiles, as listed above. Screens in order: CYP2C9 inhib	PLK1 PBD inh	CYP2C9 activ	CYP2C19 inhib	PLAP act	CYP2C19 activ	PLK1 inh	Rev-RRE block	EphB4 ephrin blk
`COc1ccc(/C=C/C(=O)Oc2cccc(/C=N/NC(=O)c3cccc(F)c3)c2)cc1` reads 42	-11	0.6	48	0.8	0.5	-15	-1	-1
`CN(C)Cc1c(C#N)c2ccccc2n1C` reads -18	-12	1.2	0	1	1	-6	3	-3
`CCCC1(C(=O)O)NC(c2ccccc2O)C2C(=O)N(Cc3ccccc3)C(=O)C21` (stereo unspecified) reads 1	23	1	-4	1.4	1	-15	12	1
`CC(C)(C)NC(=O)NC(=O)Cn1cc(C(F)(F)F)ccc1=O` reads -13	3	1.1	0	1	1	32	4	4
`Cn1ncc(Br)c1C(=O)Nc1c(F)c(F)cc(F)c1F` reads ·	8	·	·	·	·	-1	4	2

Further compounds follow.
CYP2C9 inhib	SMILES	PLK1 PBD inh	CYP2C9 activ	CYP2C19 inhib	PLAP act	CYP2C19 activ	PLK1 inh	Rev-RRE block	EphB4 ephrin blk
27	O=C(NCCN1CCOCC1)c1cc2sccc2n1Cc1ccc(F)cc1	·	0.7	31	1.5	0.7	·	·	·
·	c1ccc(-c2cnc(SCCN3CCOCC3)n2CC2CCCO2)cc1 (stereo unspecified)	-28	·	·	·	·	-10	2	6
40	CCOc1ccc2c(c1)C(C)=CC(C)(C)N2C(=O)Nc1ccccc1	-10	0.6	61*	0.9	0.4	-7	2	3
-8	COc1ccc(C2=[N+]([O-])C(C)(C)N(O)C2(C)C)cc1	6	1.1	-8	0.8	1.1	-1	6	2
75*	CC(C)(C)C(=O)Nc1ccccc1N1CCN(C(=O)c2ccc(Cl)cc2)CC1	-2	0.3	76*	1.4	0.2	-3	2	11
29	COC(=O)COc1ccc(C(=O)OC)cc1	-18	0.7	81*	0.9	0.2	-4	5	5
89*	Cc1cccc(C)c1N1CCN(c2ccc3nnc(C(F)(F)F)n3n2)CC1	-6	0.1	64*	1.6	0.4	2	12	9
26	O=C(Nc1ccccc1)c1nn(-c2ccccc2)c(=O)cc1C(F)(F)F	19	0.7	46	1	0.5	-19	20	6
·	C=CCNc1nc2c(c(=O)n(C)c(=O)n2C)n1CC	15	·	·	·	·	3	5	-8
-28	COc1ccc(Nc2cc(=O)oc3ccccc23)cc1	-10	1.3	18	1	0.8	-2	1	-5
74*	Cc1ccccc1C(=O)NC(=S)Nc1sc2c(c1C#N)CCCC2	13	0.3	45	1.2	0.6	-9	4	5
33	CCOC(=O)C(=O)Nc1ccccc1C(=O)NC(C)C	-28	0.7	-2	0.7	1	-1	5	-6
13	COc1ccc(NC(=O)CSc2n[nH]c(N)n2)c([N+](=O)[O-])c1	6	0.9	-1	1.7	1	-11	5	-2
-19	Cc1cc(C)n2nc(CCc3ccccc3)nc2n1	-26	1.2	2	0.8	1	-4	4	8
2	CCOC(=O)c1nn(-c2c(C)n(C)n(-c3ccccc3)c2=O)cc1O	-26	1	-2	1.1	1	-4	6	0

(cont.)
CYP2C9 inhib	SMILES	PLK1 PBD inh	CYP2C9 activ	CYP2C19 inhib	PLAP act	CYP2C19 activ	PLK1 inh	Rev-RRE block	EphB4 ephrin blk
11	CC1(C)N=C2C(=[N+]1[O-])CCC/C2=N\O	4	0.9	11	0.9	0.9	-12	10	8
15	CCOc1ccccc1N1CCN(CC(O)COc2ccc3c(C)cc(=O)oc3c2)CC1 (stereo unspecified)	·	0.9	20	1.4	0.8	·	·	·
-23	O=C(NCN1CCCCC1)c1cnccn1	-9	1.2	-18	1.1	1.2	-4	4	-7
8	COc1ccccc1Oc1coc2c(CN3CCN(C)CC3)c(O)ccc2c1=O	-1	0.9	-17	1.4	1.2	-17	5	3
45	CCCNC(=O)NS(=O)(=O)c1cnccc1Sc1ccc(Cl)c(Cl)c1	0	0.5	-1	1.1	1	-10	3	-1
-38	Cc1cc(C)cc(NS(=O)(=O)c2ccc3[nH]c(=O)[nH]c3c2)c1	-20	1.4	14	0.9	0.9	-9	2	2
26	Cc1ccc(C2CN=NC23CCc2ccccc2C3=O)cc1 (stereo unspecified)	-7	0.7	75*	1.1	0.3	-14	5	1
30	CC(C)Nc1nc(Oc2cccc(Cl)c2Cl)cc(C(F)(F)F)n1	10	0.7	71*	0.9	0.3	0	15	-3
2	CC1(C)CC2CC(C)(CN2C(=O)COC(=O)c2ccc(Cl)cc2N)C1 (stereo unspecified)	13	1	4	1.1	1	6	2	-3
-10	O=C1CC(N2CCCN(C3CC(=O)N(c4ccc(F)cc4)C3=O)CC2)C(=O)N1c1ccc(F)cc1 (stereo unspecified)	4	1.1	-8	1.9	1.1	-7	2	1
93*	COC(=O)C1=C(C)NC(C)=C(C(=O)OC)C1C(=O)OCC(=O)N1c2ccccc2CC1C (stereo unspecified)	-22	0.1	86*	1.7	0.1	-27	1	1

Bioassay records deposited in PubChem by several laboratories.

Rows are unselected (roughly 29% active in at least one column).
